TIM10 inh: TIM10 yeast growth inhibition; S. cerevisiae TIM10 strain growth, BacTiter-Glo luminescence, 24 h; inhibition, % at 10 µM; actives 1.4% (n = 330,000); AID 463195;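 active means inhibition of 40% or more at the single tested concentration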;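 further: wild-type TIM10 isogenic control strain grown at permissive 25 °C; 0% = DMSO yeast wells and 100% = minimal medium wells without yeast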
UPR XBP1 act: adaptive UPR (XBP1) activation; CHO-XBP1 luciferase reporter, IRE1-XBP1 UPR activation, luminescence; percent of tunicamycin response, DMSO as zero; activation, % at 20 µM; actives 0.33% (n = 330,000); AID 463104;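 active means versus positive control, 20 µM dose yields 30% or more activation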;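 further: 100% = tunicamycin at 10 µg/mL and 0% = DMSO only wells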
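Material: IRE1-XBP1 luciferase reporter CHO line / Quantity: one thousand reporter cells per well / Buffer or medium: F12 with 10% serum / Compound: 20 µM single concentration, DMSO 1% / Times: 6 h treatment, 37 °C / Detection: Steady-Glo luciferase glow luminescence, 10 min after reagent addition / Benchmarks: tunicamycin high, DMSO low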
tim23-1 inh: inhibits growth of tim23-1 mutant yeast; S. cerevisiae tim23-1 growth, BacTiter-Glo luminescence, 24 h; inhibition, % at 20 µM; actives 1.3% (n = 330,000); AID 463212;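 active means growth inhibition of the mutant yeast at or above 50%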;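 further: temperature-sensitive mutant grown at 25 °C; plate controls were DMSO-treated mutant yeast for no effect and medium wells lacking yeast for full effect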
NLRP3 yeast inh: blocks the NALP3 inflammasome reconstituted in yeast; inhibition, % at 10 µM; Yeast reconstituted NLRP3/ASC/caspase-1, beta-gal luminescence, 24 h; actives 0.39% (n = 330,000);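 active means inhibition of 50% or more; inactive means inhibition below 50%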;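 further: plate controls were induced DMSO wells for no effect and uninduced yeast grown without galactose for full effect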
Mdm2-MdmX inh: human Mdm2/MdmX binding inhibition; SaOS-2 split-luciferase Mdm2/MdmX complementation, luminescence; O15151+Q00987; inhibition, % at 8 µM; actives 3% (n = 330,000);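 active means inhibition of at least 50% at 8 µM in the primary screen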
Target sequence (O15151 whole entry, looked up): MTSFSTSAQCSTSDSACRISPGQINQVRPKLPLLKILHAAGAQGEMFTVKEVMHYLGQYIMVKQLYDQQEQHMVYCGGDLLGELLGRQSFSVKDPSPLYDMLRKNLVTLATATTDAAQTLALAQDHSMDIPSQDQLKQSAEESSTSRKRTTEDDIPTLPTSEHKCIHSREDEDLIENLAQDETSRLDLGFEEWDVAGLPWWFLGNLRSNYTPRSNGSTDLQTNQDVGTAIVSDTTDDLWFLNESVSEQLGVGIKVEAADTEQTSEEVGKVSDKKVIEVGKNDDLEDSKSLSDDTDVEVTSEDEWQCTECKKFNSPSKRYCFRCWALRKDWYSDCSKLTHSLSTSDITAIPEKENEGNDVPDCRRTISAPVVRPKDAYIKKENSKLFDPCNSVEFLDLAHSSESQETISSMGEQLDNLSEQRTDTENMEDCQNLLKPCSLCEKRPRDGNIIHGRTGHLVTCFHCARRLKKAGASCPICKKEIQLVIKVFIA
Target sequence (Q00987 whole entry, looked up): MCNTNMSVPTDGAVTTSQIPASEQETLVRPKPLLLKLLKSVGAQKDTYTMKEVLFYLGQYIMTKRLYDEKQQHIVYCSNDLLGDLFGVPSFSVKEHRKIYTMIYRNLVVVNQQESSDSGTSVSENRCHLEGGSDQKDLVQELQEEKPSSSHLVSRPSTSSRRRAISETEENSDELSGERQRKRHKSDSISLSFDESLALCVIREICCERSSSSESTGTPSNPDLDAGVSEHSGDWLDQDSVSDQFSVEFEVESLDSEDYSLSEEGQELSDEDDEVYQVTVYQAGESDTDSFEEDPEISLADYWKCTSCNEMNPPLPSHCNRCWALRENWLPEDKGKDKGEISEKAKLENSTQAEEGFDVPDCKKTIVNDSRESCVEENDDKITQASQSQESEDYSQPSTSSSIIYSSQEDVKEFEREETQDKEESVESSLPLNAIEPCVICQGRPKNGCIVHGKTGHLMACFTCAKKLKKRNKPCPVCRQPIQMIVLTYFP
APJ ag: agonists of human APJ apelin receptor. CHO-K1 APJ PathHunter beta-arrestin, luminescence; 0% DMSO wells, 100% apelin. activation, % at 20 µM. actives 0.11% (n = 330,000);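 active means activation more than six SD over the plate average, tested at 20 µM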;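 further: 0% = DMSO alone and 100% = apelin-13 at 10 nM; some results filed as inactive read as strong as hits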
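system = engineered CHO-K1 APJ arrestin reporter cells | input = 1000 cells per well | timing = overnight seeding, 90 min compound at 25 °C, 1 h detection | measured by = enzyme-fragment complementation luminescence | read-out = beta-arrestin recruitment to APJ as agonist activity, luminescent signal | control set = negative DMSO alone, positive Apelin-13 at 10 nM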
tim10-1 inh: tim10-1 yeast growth inhibition | AID 463190 | S. cerevisiae tim10-1 ts strain growth, BacTiter-Glo, 24 h | inhibition, % at 20 µM | actives 2.2% (n = 330,000);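 active means inhibition of at least 40%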;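 further: mutant grown at 25 °C; 0% = DMSO wells with yeast and 100% = wells holding no yeast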
NR3A LBD binder: modulates the human NR3A ligand-binding domain; Tm shift relative to glycine control, % at 25 µM; actives 2.5% (n = 340,000); AID 1259313; NR3A LBD differential scanning fluorimetry, Tm shift; 0% = protein alone, 100% = glycine-bound protein;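 active means melting temperature shift of at least 10% of the positive control shift, at one fixed dose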
UPR CHOP act: apoptotic UPR (CHOP) activation; CHO-CHOP luciferase reporter, luminescence; percent of tunicamycin response over DMSO baseline; activation, % at 10 µM; actives 0.34% (n = 330,000); AID 449763;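 active means at 10 µM dose, activation of 40% or more, normalized to positive control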;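 further: 100% = tunicamycin at 10 µg/mL and 0% = DMSO alone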
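System: CHO-CHOP luciferase reporter cell line | Buffer or medium: F12 medium containing 10% fetal bovine serum | Doses: One dose, 10 µM in 0.5% DMSO | Times: 6 h compound exposure at 37 °C after overnight seeding | Signal: Luciferase luminescence | Read-out: % activation vs tunicamycin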
The depositor's hits bear a star; . = no result given.

SMILES | TIM10 inh | UPR XBP1 act | tim23-1 inh | NLRP3 yeast inh | Mdm2-MdmX inh | APJ ag | tim10-1 inh | NR3A LBD binder | UPR CHOP act
CCOC(=O)C1=C(c2cccc(Oc3ccccc3)c2)NC(=S)NC1C (stereo unspecified) | 33.4 | -3.7 | 36.3 | 5.3 | 28.1 | 0.3 | 34.6 | -8.2 | -1.5
O=C(CSc1oc(-c2ccco2)nc1S(=O)(=O)c1ccc(Cl)cc1)NCC1CCCO1 (stereo unspecified) | 14.6 | -1.8 | 15.6 | 15.2 | 19.2 | 1.1 | 18.1 | -0.1 | 1.2
C[C@@H](O)C1NC(=O)[C@H](CCCCN)NC(=O)c2cc([N+](=O)[O-])cc(F)c2NCCCC[C@@H](C(N)=O)NC1=O (stereo partly specified) | 4.1 | -1.2 | 9.2 | 16.3 | 5.0 | 5.5 | -6.8 | 0.0 | 3.2
Cc1ccc(S(=O)(=O)CCC(=O)Nc2nc(-c3cccnc3)cs2)cc1 | 9.6 | 1.3 | 7.7 | -7.8 | 58.5* | 4.3 | 21.3 | -5.5 | -0.1
O=C(Nc1cccnc1)c1ccc(Cl)c(S(=O)(=O)N2CCOCC2)c1 | -9.7 | 1.6 | -4.2 | 18.5 | 10.2 | -0.5 | 2.4 | -0.7 | 0.6
COc1cc(C(=O)Nc2cc(C)nn2-c2ccccc2)cc(OC)c1OC | 16.3 | 0.2 | 14.9 | -9.3 | 4.5 | -1.7 | 0.4 | -0.9 | 0.1
CC1(C)CC(NC(=O)C2CCC(=O)N(Cc3ccccc3F)C2)CC(C)(C)C1 (stereo unspecified) | 6.0 | 0.2 | 1.2 | 13.1 | 5.9 | 0.3 | 2.8 | 4.6 | 5.5
Cc1ccc(CCC(=O)Nc2ccccc2F)s1 | 11.4 | -2.6 | 11.1 | 32.4 | -125.7 | -3.9 | 14.8 | 1.8 | 5.2
COc1ccc([C@H]2[C@H](C(=O)OC(C)(C)C)N3N=Cc4ccccc4C3C23C(=O)c2ccccc2C3=O)cc1OC (stereo partly specified) | 18.9 | -0.1 | 17.9 | 7.0 | -4.5 | -3.2 | -0.2 | -10.7 | 0.5
Cc1cc(Nc2ccc(O)cc2)ccc1N | 5.3 | -2.8 | 31.4 | 21.7 | 27.1 | 3.6 | 19.8 | . | 9.3
O=S(=O)(c1ccc(Br)cc1)c1nc(-c2ccccc2)oc1N1CCOCC1 | 9.2 | -3.2 | 33.1 | 13.8 | 3.8 | -3.0 | 19.8 | 3.3 | -0.8
COCc1nc(-c2cc(Br)ccc2OC)no1 | 1.6 | -1.6 | -7.3 | 14.6 | 8.1 | -3.0 | -5.8 | 0.4 | -1.8
O=C(/C=C/c1cn(-c2ccccc2)nc1-c1cccc(Cl)c1)N1CCN(c2ccccn2)CC1 | 34.8 | 2.6 | 9.9 | 2.8 | 31.1 | -4.5 | 32.5 | 4.3 | 2.7
O=[N+]([O-])c1ccc(C2CN=C(Nc3ccccc3)S2)cc1 (stereo unspecified) | 6.3 | 1.1 | 14.3 | 25.7 | -0.4 | -2.5 | -23.4 | -2.3 | 2.5
COc1cc(S(=O)(=O)n2cnc(C)c2)ccc1Cl | 10.2 | -1.9 | 17.6 | 22.8 | 15.5 | -1.8 | 8.6 | -3.4 | 1.5
Cc1cc(C)c(C)c(S(=O)(=O)N2CCN(C(=O)c3ccccn3)CC2)c1C | 11.9 | -0.9 | 7.2 | 9.4 | 2.9 | -4.2 | 1.2 | -2.2 | -0.9
O=C(NC(=S)Nc1ccc(CN2CCOCC2)cc1)c1ccc2c(c1)OCCO2 | 11.3 | -0.2 | 24.5 | 18.3 | 9.0 | -0.6 | -18.7 | 0.0 | 4.2
CC(=O)C1=C(O)C(=O)N(c2ccc(Br)cc2)C1c1ccccc1[N+](=O)[O-] (stereo unspecified) | 3.3 | -1.4 | -2.1 | 18.6 | -3.7 | 0.2 | -9.3 | 2.2 | 1.2
CCC1(CC)C(=O)N(C)C(=O)NC1=NCc1ccccc1 | 9.8 | -2.6 | -12.6 | 3.9 | 21.7 | -3.5 | -9.6 | -0.2 | 1.2
CCOC(=O)C1=C(C)C(c2ccc(OC)cc2)NC(=S)N1 (stereo unspecified) | -0.7 | -2.1 | 17.8 | 12.8 | -5.1 | 0.6 | 27.1 | -0.4 | -0.4
COc1cc(/C=C/c2[nH]c(=O)[nH]c(=O)c2[N+](=O)[O-])ccc1OCCC(C)C | 21.1 | -0.8 | 9.5 | 15.9 | 2.3 | -1.5 | 14.0 | -11.5 | 0.6
COc1cc(-c2nnc(SCC3(c4ccc(Br)cc4)OCCO3)o2)cc(OC)c1OC | 12.8 | 3.0 | 17.0 | -4.0 | 21.3 | -1.0 | 15.0 | 0.7 | -0.2
Nc1nc(SCC(=O)c2c(N)n(C3CC3)c(=O)[nH]c2=O)n[nH]1 | 1.2 | -2.7 | 5.6 | 3.0 | 20.7 | -0.5 | 3.6 | -0.3 | -0.6
Cc1nnc(C)c2c(C)n(Cc3ccc4c(c3)OCO4)c(C)c12 | 3.6 | 2.8 | -9.4 | 13.6 | -0.7 | -4.3 | -0.7 | -0.1 | -2.9
Cc1[nH]nc(Sc2ccccn2)c1[N+](=O)[O-] | 7.0 | -0.5 | 17.7 | 17.4 | 23.8 | 1.3 | -7.6 | -1.2 | 5.7
N#CCCN(Cc1cccnc1)C(=O)c1ccc(S(=O)(=O)N2CCOCC2)cc1 | -0.9 | -3.3 | -8.4 | 15.1 | 6.9 | -0.2 | -13.2 | -1.7 | 1.3
CCCOC(=O)Nc1ccc(N2CCCCC2)cc1 | -4.5 | -0.7 | 20.5 | 33.1 | -96.1 | -2.3 | 30.1 | -1.9 | 1.8
CC(C)C(C)(C#N)NC(=O)CSc1nc2scc(-c3ccco3)c2c(=O)n1-c1ccccc1 (stereo unspecified) | 11.7 | -0.8 | 9.8 | 15.9 | -24.3 | -0.9 | 12.4 | 2.4 | -0.8
COc1ccc(N=Nc2c(N)n[nH]c2N)cc1 | 2.5 | 0.8 | 6.3 | 17.9 | 15.0 | -6.4 | -0.8 | -20.7 | 3.2
COc1cc(Cl)c(C)cc1NC(=O)c1ccc2c(c1)OCO2 | 4.9 | -3.8 | 2.7 | 18.0 | -3.6 | 1.6 | 6.3 | 0.6 | 0.7
O=C(NC1=NCCS1)c1ccc(N2CCCC2=O)cc1 | 3.2 | 3.7 | 2.7 | -5.3 | 2.5 | -2.2 | 0.5 | -0.1 | 1.7
CCOc1ccc(NC(=O)CN(C)C(=O)C2CC2C)cc1OCC (stereo unspecified) | 12.3 | -2.2 | -17.1 | 22.5 | 2.2 | 0.6 | 5.8 | -0.9 | 1.0
COc1ccccc1NC(=O)COC(=O)COc1cccc2c1OC(C)(C)C2 | 7.8 | -3.7 | 23.5 | 2.6 | -20.2 | 3.2 | 11.7 | -0.6 | 0.7
CC(=O)NNC(=S)NC(=O)c1ccccc1 | 6.9 | 1.2 | -39.6 | 22.7 | 28.5 | -1.2 | -13.1 | 0.4 | -1.0
CC(C)N1C(=O)CCC1C(=O)N1CCN(c2ccc(F)cc2)CC1 (stereo unspecified) | 1.9 | -1.2 | 8.9 | -4.1 | 19.3 | -3.8 | 14.0 | 0.5 | -0.1
COc1ccc(S(=O)(=O)Nc2ccc3c(c2)C(=O)N([C@H](C)CO)C[C@H](C)[C@@H](CN(C)S(C)(=O)=O)O3)cc1 | 2.2 | -2.6 | -6.5 | -8.3 | 1.5 | -2.3 | -2.9 | -0.5 | 0.1
O=C(NCCCCc1ccccc1)c1cccc(Br)c1 | -15.6 | -3.9 | 5.4 | 52.9* | -1.8 | -0.2 | -19.2 | 1.1 | 0.0
CCOC(=O)N1CCN(C(=O)CN(c2cc(C(F)(F)F)ccc2Cl)S(C)(=O)=O)CC1 | 14.7 | -3.6 | 12.4 | 15.2 | 30.0 | -0.6 | 17.2 | 5.2 | 0.1
CCCn1nc(C(=O)N2CCN(S(=O)(=O)c3ccc(C)c(C)c3)CC2)c2ccccc2c1=O | 8.8 | 0.0 | 22.8 | 6.9 | 26.5 | -3.3 | 19.7 | -1.2 | 0.2
O=C(OCc1ccc([N+](=O)[O-])cc1)c1cc(S(=O)(=O)N2CCCCC2)ccc1N1CCOCC1 | 9.9 | -4.9 | 5.0 | 15.8 | 42.6 | 3.9 | 4.1 | 1.8 | 1.8
O=C(COc1ccc(Cl)cc1)NCCc1ccccn1 | -8.9 | 0.1 | 9.5 | -6.2 | 16.5 | -3.1 | -11.0 | -1.5 | 0.0
CCOC(=O)c1ccc(S(=O)(=O)NCC(C)(C)N2CCOCC2)cc1 | 2.5 | -0.1 | 10.7 | 14.9 | -6.0 | -0.2 | 8.6 | -2.1 | -0.5
C#CCN(C)Cc1ccccc1 | 5.3 | -6.1 | -5.9 | 7.7 | -7.8 | -3.0 | 13.8 | 2.0 | -1.5
O=C(Nc1ccc(F)cc1F)N1CCCN(c2ccc(C(F)(F)F)cn2)CC1 | -0.7 | -2.6 | 18.3 | 16.9 | 24.2 | 2.3 | -8.9 | 2.0 | 0.0
O=C(CCS(=O)(=O)c1cccc2nonc12)Nc1ccc(Br)cc1 | -1.5 | -0.5 | 4.0 | 12.6 | 17.6 | -0.6 | -6.2 | -1.7 | -1.9
O=c1[nH]c2ccc(S(=O)(=O)N3CCN(c4ccccc4F)CC3)cc2s1 | 20.8 | 0.8 | 6.2 | 16.1 | 5.5 | -2.5 | 20.1 | 0.5 | 0.0
c1ccc(-n2ncc3c(NCc4ccccn4)ncnc32)cc1 | 3.2 | 1.9 | -0.1 | 4.7 | 11.5 | -0.3 | 14.1 | 0.5 | 1.9

Part of the list above, with tabs.
Structure	TIM10 inh	UPR XBP1 act	tim23-1 inh	NLRP3 yeast inh	Mdm2-MdmX inh	APJ ag	tim10-1 inh	NR3A LBD binder	UPR CHOP act
Cc1cc(Nc2ccc(O)cc2)ccc1N	5.3	-2.8	31.4	21.7	27.1	3.6	19.8	.	9.3
CC1(C)CC(NC(=O)C2CCC(=O)N(Cc3ccccc3F)C2)CC(C)(C)C1 (stereo unspecified)	6.0	0.2	1.2	13.1	5.9	0.3	2.8	4.6	5.5

An excerpt from above, limited to TIM10 inh.
structure	TIM10 inh
O=C(COc1ccc(Cl)cc1)NCCc1ccccn1	-8.9
CCOC(=O)c1ccc(S(=O)(=O)NCC(C)(C)N2CCOCC2)cc1	2.5
C#CCN(C)Cc1ccccc1	5.3
O=C(Nc1ccc(F)cc1F)N1CCCN(c2ccc(C(F)(F)F)cn2)CC1	-0.7
O=C(CCS(=O)(=O)c1cccc2nonc12)Nc1ccc(Br)cc1	-1.5
O=c1[nH]c2ccc(S(=O)(=O)N3CCN(c4ccccc4F)CC3)cc2s1	20.8
